APJ agonist: agonists of human APJ apelin receptor | activation, % at 20 µM | P35414 | 330,000 tested, 0.11% active | CHO-K1 APJ PathHunter beta-arrestin, luminescence; 0% DMSO wells, 100% apelin | AID 2520;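 active means activation more than six SD over the plate average, tested at 20 µM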;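 further: 0% = DMSO alone and 100% = apelin-13 at 10 nM; some results filed as inactive read as strong as hits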
Target sequence (P35414 whole entry, looked up): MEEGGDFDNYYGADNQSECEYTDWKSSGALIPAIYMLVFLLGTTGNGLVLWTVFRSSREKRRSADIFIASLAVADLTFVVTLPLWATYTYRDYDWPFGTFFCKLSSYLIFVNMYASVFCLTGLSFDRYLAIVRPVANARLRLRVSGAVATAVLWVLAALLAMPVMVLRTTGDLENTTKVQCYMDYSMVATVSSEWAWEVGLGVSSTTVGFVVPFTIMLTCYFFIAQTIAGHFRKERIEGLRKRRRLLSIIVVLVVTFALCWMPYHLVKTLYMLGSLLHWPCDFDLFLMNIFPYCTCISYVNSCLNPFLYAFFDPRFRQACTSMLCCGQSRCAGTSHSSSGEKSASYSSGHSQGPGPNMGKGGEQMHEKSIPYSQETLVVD
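assay system = CHO-K1 APJ beta-arrestin complementation cell line | input = cell density 1000 per well | dosing = compound 20 µM once, DMSO 1% | timing = compound 90 min 25 °C, reagent 1 h | measured by = luminescence from split beta-galactosidase complementation, Galacton Star/Emerald II substrate | read-out basis = APJ agonist activity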
APJ antag: APJ receptor antagonism. P35414. CHO-K1 APJ beta-arrestin complementation, luminescence. inhibition, % at 20 µM. 330,000 tested, 0.32% active;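 active means inhibition above about 40% at 20 µM, limit read from the data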;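 further: cells challenged with 10 nM apelin-13 agonist together with compound; plate controls were apelin-13 plus DMSO wells for no effect and DMSO wells lacking apelin-13 for full effect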
tim10-1 inh: growth inhibitors of tim10-1 mutant yeast | S. cerevisiae tim10-1 ts strain growth, BacTiter-Glo, 24 h | 330,000 tested, 2.2% active | inhibition, % at 20 µM | AID 463190;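 active means inhibition of at least 40%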;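 further: mutant grown at 25 °C; 0% = DMSO wells with yeast and 100% = wells holding no yeast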
MPTP block: inhibitors of mitochondrial permeability transition pore. isolated mouse mitochondria, Ca2+ swelling absorbance, 30 min. inhibition, % at 10 µM. 360,000 tested, 1.4% active. AID 602449;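 active means inhibition of 50% or more, scaled per plate between neutral and stimulator controls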;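 further: 0% = DMSO wells given calcium and 100% = 1 mM EGTA wells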
MIN6 prolif: MIN6 beta-cell proliferation induction | MIN6 cells proliferation, ATPlite luminescence, 48 h; cells starved in 0.2% serum; 100% = growth in 10% serum | proliferation, % at 10 µM | 330,000 tested, 0.29% active | AID 2380;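 active means compounds whose signal lies at least 3.5 SD above the mean of all wells on their plate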;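 further: 0% = DMSO-treated cells in low-serum medium and 100% = 10% serum control; some compounds called inactive have numbers as strong as hits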
NALP3 yeast inh: blocks the NALP3 inflammasome reconstituted in yeast. Yeast reconstituted NLRP3/ASC/caspase-1, beta-gal luminescence, 24 h. 330,000 tested, 0.39% active. inhibition, % at 10 µM. AID 2825;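 active means inhibition of 50% or more; inactive means inhibition below 50%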;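 further: plate controls were induced DMSO wells for no effect and uninduced yeast grown without galactose for full effect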
TIM10 inh: inhibits growth of TIM10 yeast strain; S. cerevisiae TIM10 strain growth, BacTiter-Glo luminescence, 24 h; AID 463195; inhibition, % at 10 µM; 330,000 tested, 1.4% active;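 active means inhibition of 40% or more at the single tested concentration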;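 further: wild-type TIM10 isogenic control strain grown at permissive 25 °C; 0% = DMSO yeast wells and 100% = minimal medium wells without yeast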
NR3A LBD binder: NR3A (human) ligand-binding domain modulation; NR3A LBD differential scanning fluorimetry, Tm shift; 0% = protein alone, 100% = glycine-bound protein; Tm shift relative to glycine control, % at 25 µM; 340,000 tested, 2.5% active; AID 1259313;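 active means melting temperature shift of at least 10% of the positive control shift, at one fixed dose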
tim23-1 inh: tim23-1 yeast growth inhibition | AID 463212 | 330,000 tested, 1.3% active | inhibition, % at 20 µM | S. cerevisiae tim23-1 growth, BacTiter-Glo luminescence, 24 h;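 active means growth inhibition of the mutant yeast at or above 50%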;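 further: temperature-sensitive mutant grown at 25 °C; plate controls were DMSO-treated mutant yeast for no effect and medium wells lacking yeast for full effect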
* hit, by the source's call; . = no result given. Random draw from the library, and some 7.2% of all compounds hit somewhere here.

SMILES	APJ agonist	APJ antag	tim10-1 inh	MPTP block	MIN6 prolif	NALP3 yeast inh	TIM10 inh	NR3A LBD binder	tim23-1 inh
O=C(COC(=O)c1ccco1)Nc1cccc(Br)c1	1	-6	-5	3.5	3	32	-21	-1	8
Cc1nonc1OCCN1CCN(c2ccc([N+](=O)[O-])cc2)CC1	-3	4	3	2.6	-1	-1	1	1	11
Cc1ccnn2cc3c(=O)n(C)c(=O)n(C)c3c12	-5	2	53*	.	-1	6	72*	.	41
CNC(=O)CC1C(=O)N(c2ccc(F)cc2)C(=S)N1NC(=O)c1ccc(Br)cc1 (stereo unspecified)	-2	-2	20	-0.8	-3	-7	-2	-2	8
CN(C)c1ccc(C2Nc3ccccc3C(=O)N2NS(=O)(=O)c2ccccc2)cc1 (stereo unspecified)	-3	-27	20	-1.4	0	6	15	1	18
CCCCCCCNC(=O)C1(CC2CC(c3cccc(Br)c3)=NO2)CCN(C(=O)CCCCCBr)CC1 (stereo unspecified)	-2	-19	35	-1.6	-8	-7	11	-13	34
CCN(CC(=O)Nc1ccc2c(c1)OCCO2)C(=O)/C=C/c1ccc([N+](=O)[O-])cc1	-2	-4	15	0.5	-1	1	19	0	37
Cc1nc(NC(C)C(=O)O)c2nc(C)oc2n1 (stereo unspecified)	-3	-2	8	-0.3	1	19	8	0	-5
CC1CCCCC1NC(=O)COCc1cc(-c2cccs2)on1 (stereo unspecified)	1	0	21	-1.4	-7	17	8	-1	28
CCn1c(=O)c([N+](=O)[O-])c(NCC(O)c2ccccc2)c2ccccc21 (stereo unspecified)	-1	-15	17	2.4	3	13	-18	3	21
COc1ccccc1NC(=O)c1c(N=Cc2c(O)ccc3ccccc23)cnn1C	4	-35	0	4.8	-3	-11	-1	-4	-23
CCN(CC)CCn1c2c(c(SCC(=O)Nc3ccc(C)c(F)c3)nc1=O)CCC2	0	9	1	0.3	9	22	-9	2	-10
COc1cc(/C=C2/SC(=O)NC2=O)ccc1OC(=O)c1ccco1	8	1	13	-0.1	-2	1	13	-5	18
NS(=O)(=O)c1ccc(NC(=O)COC(=O)COc2ccccc2)cc1	-1	-14	2	-0.4	-5	0	-2	-2	-2
CCCN1CCN(C(=S)Nc2ccc([N+](=O)[O-])cc2)CC1	-1	-7	13	60*	4	7	7	1	2
O=C(C/C=N/OCc1ccc(F)cc1Cl)c1cnc(-c2ccccc2)s1	-2	4	20	1.7	0	14	9	1	27
COc1ccc(CN2C(=NC(=O)C3CCCCC3)SC3CS(=O)(=O)CC32)cc1 (stereo unspecified)	2	8	14	0.7	-2	1	11	-5	11
CCN1C[C@@H]2[C@@H]3C(=O)N(Cc4ccccc4)C(=O)[C@@H]3[C@](CC)(C1=O)N2C(=O)c1ccc(C(F)(F)F)cc1	0	13	6	0.5	0	12	-4	7	12
Cc1c(Cl)c([N+](=O)[O-])nn1CC(=O)NC12CC3CC(CC(C3)C1)C2	-1	-37	31	-0.2	0	21	21	-9	30
O=C(CS(=O)(=O)c1cn(CC(=O)N2CCOCC2)c2ccccc12)NCc1ccc(F)cc1	2	15	5	0.4	5	9	-3	1	6
CC(C)NC(=O)Cn1cc(C(=O)C(=O)N2CCOCC2)c2ccccc21	10	-2	-6	-0.5	-2	9	-3	2	2
C=CCNC(=O)NC(=O)CN1C(=O)NC(c2ccccc2)(c2ccccc2)C1=O	1	-2	-6	-1.1	-2	2	3	1	9
O=c1c(O)c(-c2cccs2)oc2ccc(Cl)cc12	2	0	42*	29	-6	41	72*	-7	53*
COc1ccc(-n2c(O)c(/C=N/Nc3nc(C)cc(C)n3)c3ccccc3c2=O)cc1OC	-3	22	-9	0.6	-2	7	11	-2	19
CC(C)=CCN1CCN(Cc2cnc(N3CCCC3)s2)CC1CCO (stereo unspecified)	0	8	-4	2.2	-2	-6	-12	-2	16
Fc1ccc(COc2cccc3cccnc23)cc1	-4	-13	5	-1.9	1	19	-13	0	4
NNC(=O)c1cc2c(N3CCC(Cc4ccccc4)CC3)ncnc2s1	5	-12	36	89*	-6	10	16	-7	21
COCCN1C(=O)C(CC(=O)Nc2ccc(C(=O)O)cc2)SC1=Nc1ccccc1 (stereo unspecified)	0	16	1	-3.5	-2	5	2	3	11
Cc1ccc(-c2nn(-c3ccccc3)cc2C(=O)N2CCN(C3CCS(=O)(=O)C3)CC2)cc1 (stereo unspecified)	0	9	5	-1.2	0	6	11	0	14
C=CCNc1ncnc2c1[nH]c1ccc(Cl)cc12	-3	6	7	89*	-5	3	9	-3	1
Cc1ccc(CN2CCN(C(=O)CCN3C(=O)c4ccccc4C3=O)CC2)cc1	-3	8	5	-0.9	-4	7	13	-2	-6
O=C(Nn1c(=O)[nH]c2ccsc2c1=O)c1ccccc1	0	-15	8	-0.2	1	-1	-1	2	9
COc1ccc(C(=O)NCCCCCCNC(=O)c2ccc(OC)cc2)cc1	-4	12	-2	0.8	1	-1	-7	0	-12
COc1cc(/C=N/NC(=O)c2ccncc2)ccc1OCC(=O)Nc1ccc(C)c(C)c1	5	-4	16	1.2	-1	-6	13	12*	4
Cc1cc(C)c(NC(=O)c2sc3nc4c(cc3c2N)C(=O)CC(C)(C)C4)c(C)c1	0	5	36	3.5	-1	-8	40	-1	30
CCN1C(=NCCCOC(C)C)N[C@@H](CCc2ccccc2)[C@H](C(=O)NCCCOC(C)C)[C@H]1C	-9	4	9	3.1	-6	18	6	-1	10

3 compounds picked at random from the list so far:
SMILES	APJ agonist	APJ antag	tim10-1 inh	MPTP block	MIN6 prolif	NALP3 yeast inh	TIM10 inh	NR3A LBD binder	tim23-1 inh
NNC(=O)c1cc2c(N3CCC(Cc4ccccc4)CC3)ncnc2s1	5	-12	36	89*	-6	10	16	-7	21
O=C(Nn1c(=O)[nH]c2ccsc2c1=O)c1ccccc1	0	-15	8	-0.2	1	-1	-1	2	9
Cc1ccc(CN2CCN(C(=O)CCN3C(=O)c4ccccc4C3=O)CC2)cc1	-3	8	5	-0.9	-4	7	13	-2	-6

Next section.
SMILES	APJ agonist	APJ antag	tim10-1 inh	MPTP block	MIN6 prolif	NALP3 yeast inh	TIM10 inh	NR3A LBD binder	tim23-1 inh
CCC12CN3CC(CC)(CN(C1)C3c1ccc([N+](=O)[O-])o1)C2=O (stereo unspecified)	-2	7	-8	-0.5	0	22	-17	-1	-3
CCOc1ccc(NC(=O)C2Cc3ccccc3CN2S(=O)(=O)CC)cc1 (stereo unspecified)	1	-22	14	-0.7	-2	12	-4	3	16
Cc1ccc(SCc2ccc(C(=O)Nc3cccc([N+](=O)[O-])c3)cc2)cc1	9	-3	5	12	4	17	-13	.	7
COc1ccc(C(=O)Nc2sc3c(c2C(=O)O)CC(C)(C)OC3)cc1	-5	14	12	-0.2	2	8	7	1	6
Cc1ccc(-c2nn(-c3ccccc3)cc2/C=C2\SC(=S)N(CC(=O)O)C2=O)cc1	-1	-15	34	13	-8	13	15	3	16
C[C@@H]1CC=C[C@@H]2[C@H]1C(=O)N(Cc1ccccc1)[C@H]2c1ccccc1Br	.	.	22	-0.7	.	.	15	3	52*
CCOC(=O)C1(C)C=C(Nc2cccc(OC)c2)C(=O)N1c1ccccc1 (stereo unspecified)	-1	23	23	2.3	-3	20	15	-4	20
Cc1cccc2nc(CSc3ccc(Cl)cc3)cn12	-3	5	30	-0.1	-4	38	30	-1	31
Cc1cc(C)cc(C(=O)NCC(=O)OCC(=O)NC2CCCc3ccccc32)c1 (stereo unspecified)	-2	-2	-10	-0.9	-3	3	2	-2	6
COc1ccc(C2=NN(C(=O)CSc3nnc(C)c(=O)n3N)C(c3ccco3)C2)cc1 (stereo unspecified)	0	12	17	-0.1	-2	3	-4	-1	13
Cc1ccoc1C(=O)N1CCN(C(=O)c2occc2C)CC1	-2	10	0	0.0	0	-1	-9	-1	11
Cc1cnn(C(=S)NCc2ccc(Cl)cc2)c1	-8	25	18	.	-1	26	0	-8	34
CC(=O)c1cccc(NC(=O)c2cc(=O)c3ccccc3o2)c1	-2	-5	-14	-0.1	-1	23	-16	6	-5
Cc1ccccc1-n1cc(CNC(=O)C2CCC(=O)N(C3CC3)C2)cn1 (stereo unspecified)	-3	1	5	-0.8	4	11	-5	-2	7
CCC(=O)Nc1cc(-c2nn(C)c(=O)c3ccccc23)ccc1N1CCOCC1	5	3	13	0.4	-3	4	5	-4	14
Cc1cc(C(C)(C)C)cc(C)c1C(=O)O	2	5	-4	0.4	-3	16	-6	0	-8
COCCNC(=O)C(=O)NCC1OCCN1S(=O)(=O)c1cc(F)ccc1F (stereo unspecified)	0	-43	5	-0.4	6	-12	-7	-1	7
O=C(CCNC(=O)c1ccco1)Nc1ccc(OC(F)F)c(Cl)c1	0	9	-24	0.2	0	4	3	-11	-12
COc1cc(C(=O)NCCNC(=O)c2ccc(C)nc2)cc(OC)c1OC	2	3	11	-0.2	0	14	3	1	2
Cc1ccc(NC(=O)CN(C)C(=O)c2cc(-c3cccs3)nn2-c2ccccc2)cc1	-3	-22	-8	-0.4	-6	23	8	-6	11
Cc1ccc(-n2c(Cc3cccs3)nnc2SCC(N)=O)cc1	-2	-9	2	-1.7	0	9	4	0	9
O=C(NCC(c1cccnc1)N1CCN(c2ccc(F)cc2)CC1)C1CCCCC1 (stereo unspecified)	-1	12	25	-1.5	-6	-8	-4	0	10
Cc1ccccc1C(=O)NC1CCN(Cc2nnnn2Cc2ccccc2)CC1	1	-10	1	-0.4	-2	13	-3	1	18
O=C(Cn1c(=O)c2c(ncn2Cc2ccccc2)n(Cc2ccccc2)c1=O)N1CCCC1	2	10	5	3.5	-1	12	8	-1	20
CCC(CC)C(=O)c1c[nH]c(C(=O)OC)c1	-2	-7	13	1.4	0	-4	1	-2	23
N#C/C(=C\Nc1ccc(F)c(Cl)c1)S(=O)(=O)c1ccccn1	-3	24	-7	1.6	-4	6	-5	4	-2
CCN(C(=O)CSc1nnc(-c2ccccc2C)n1C)c1c(N)n(Cc2ccccc2)c(=O)[nH]c1=O	2	-22	10	1.0	0	11	-3	-1	4
C=Cn1cc[n+](CC(=O)c2ccc(Br)cc2)c1	0	13	-11	0.3	1	13	-19	0	-17
CN1CCC(=NNC(=O)CN(c2cccc(Cl)c2)S(C)(=O)=O)CC1	-1	-3	19	-0.9	-2	13	6	-3	2
COc1cc(C(=O)NC2CCCc3ccccc32)cc(OC)c1OC (stereo unspecified)	2	1	12	-2.1	0	9	5	-2	15
CCOc1ccc(/C=N\NC(=O)c2c(C)nc3cc(C)ccn23)cc1	1	4	-20	2.5	-1	15	5	0	14
CN1CCN(c2ccc(CNC(=O)c3ccco3)cc2)CC1	2	-13	14	-0.2	-2	8	12	-1	-5
Cc1ccc(-n2c(C)cc(C(=S)N3CCOCC3)c2C)cc1C	0	19	19	-0.2	-4	10	21	1	36
COc1cc(-c2cc(C(=O)NCCc3ccc(S(N)(=O)=O)cc3)c3ccccc3n2)cc(OC)c1OC	-1	12	9	1.1	2	-4	7	0	-5
CCOc1ccc(N(CC(=O)Nc2ccccc2C(=O)NCc2ccco2)S(C)(=O)=O)cc1	-3	4	29	-3.1	-3	11	-1	-4	13
CC(C)c1nnc(NC(=O)CCC(=O)N2CCN(c3ccc(Cl)cc3)CC2)s1	0	5	10	1.4	2	6	14	0	10
CCN(CC)C1=CC(=[N+]2CCCC2)CC(C)(C)C1	0	14	11	49	-3	13	-16	-2	3

Assay outcomes deposited in PubChem by Sanford-Burnham Center for Chemical Genomics.
